Source: PubChem BioAssay (National Center for Advancing Translational Sciences (NCATS))
GALK inh – galactokinase (human) inhibition. 270,000 tested, 0.007% active. Potency, µM (top dose mostly 57.5 µM), without a hit: at the top dose activity change, negative = inhibition, actives largely listed as inhibitors. P51570. AID 1868. Purified GALK, Kinase-Glo residual ATP luminescence; note: potency is the fitted concentration of half-maximal effect; % is set by controls: 0 for no effect and ±100 for the full control effect
Target sequence (P51570 whole entry, looked up): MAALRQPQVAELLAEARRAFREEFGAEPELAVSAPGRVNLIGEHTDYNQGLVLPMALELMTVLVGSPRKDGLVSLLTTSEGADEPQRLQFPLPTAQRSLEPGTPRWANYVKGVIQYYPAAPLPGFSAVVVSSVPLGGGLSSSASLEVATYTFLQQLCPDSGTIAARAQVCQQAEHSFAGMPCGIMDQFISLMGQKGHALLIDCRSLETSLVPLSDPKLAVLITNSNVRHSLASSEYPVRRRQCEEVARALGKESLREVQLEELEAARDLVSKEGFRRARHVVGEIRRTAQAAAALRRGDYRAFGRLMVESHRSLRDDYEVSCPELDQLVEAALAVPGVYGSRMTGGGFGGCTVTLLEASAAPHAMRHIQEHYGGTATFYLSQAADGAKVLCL
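The enzyme phosphorylates galactose (100 uM) using ATP (35 uM); inhibition is detected as higher residual ATP, quantified by bioluminescence after 1 h reaction at room temperature, pH 8.0.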
MLL CXXC-DNA inh – inhibitors of human MLL CXXC domain-DNA interaction; Q03164; MLL-CXXC / FITC-HOXA9 DNA fluorescence polarization; Potency, µM (highest dose often 115 µM), for inactives: at the top dose activity change, negative = inhibition, actives largely listed as inhibitors; 290,000 tested, 0.037% active; active = well fitted inhibition curve with a large enough effect in the polarisation, with a control signal flat, not every such curve was filed as active; inconclusive = small, poorly fitted or top-dose-only effect, or effect the other way, or a change in a side signal; inactive = no such curve, though single readings can be large or run the other way; the % refers to the polarisation; note: potency is the fitted concentration of half-maximal effect
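Fluorescence polarization: 7 uM MLL-CXXC (stock) preincubated 5 min with compounds, then 50 nM fluorescein-HOX-A9 DNA (stock) added; 30 min ambient. Buffer 50 mM Tris-HCl pH 7.5, 50 mM NaCl, 1 mM DTT, 0.05% BSA.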
MBNL1-CUG inh – MBNL1-poly(CUG) RNA binding inhibition | AID 2675 | Potency, µM (top dose mostly 57.5 µM), inactives show at the highest dose activity change, negative = inhibition, most hits filed as inhibitors | Q9NR56 | TR-FRET MBNL1-His/biotin-(CUG)12 binding, 665/545 ratio | 280,000 tested, 0.036% active; active = well fitted inhibition curve with a large enough effect in the signal ratio, with a control signal flat, not every such curve was filed as active; inconclusive = small, poorly fitted or top-dose-only effect, or effect the other way, or a change in a side signal; inactive = no such curve, though single readings can be large or run the other way; the % refers to the signal ratio; note: potency is the fitted concentration of half-maximal effect; % is set by controls: 0 for no effect and ±100 for the full control effect
Target sequence (Q9NR56 whole entry, looked up): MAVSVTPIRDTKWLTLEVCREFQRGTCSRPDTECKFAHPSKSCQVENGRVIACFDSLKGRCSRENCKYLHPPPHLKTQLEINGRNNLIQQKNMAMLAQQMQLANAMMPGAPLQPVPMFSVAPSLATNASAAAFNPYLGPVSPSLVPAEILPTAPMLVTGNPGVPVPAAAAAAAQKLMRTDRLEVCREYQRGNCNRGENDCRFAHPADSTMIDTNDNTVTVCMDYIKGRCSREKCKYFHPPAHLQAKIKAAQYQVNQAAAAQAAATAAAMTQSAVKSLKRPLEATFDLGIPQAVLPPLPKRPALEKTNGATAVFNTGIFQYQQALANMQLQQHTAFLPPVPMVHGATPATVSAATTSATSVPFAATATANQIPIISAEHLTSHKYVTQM
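Inhibition of protein-RNA binding appears as loss of TR-FRET between terbium anti-His antibody on MBNL1-His and streptavidin-XL665 on biotin-(CUG)12. Activity is normalized to buffer-only and uninhibited-complex controls.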
Coupling enz – counter-screen for Giardia aldolase inhibitors: coupling enzyme system | coupling enzyme system counterscreen, AmpLite Red fluorescence | activity change, negative = inhibition, % at 58.2 µM, hits read low | 290,000 tested, 0.67% active; in the data active = activity change below about -30%; note: % is set by controls: 0 for no effect and ±100 for the full control effect
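First, compound is pin-transferred into glyceraldehyde-3-phosphate coupling-enzyme reagent at 57.5 uM final and held 10 min at RT. Next, substrate, coupling system and AmpLite Red are added. After 20 min RT, fluorescence (525/598 nm) is read.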
TRPV1 agonist – human TRPV1 agonism; TRPV1-expressing cells, Fluo-8 calcium influx, agonist mode; activation, % at 8.33 µM; 320,000 tested, 0.19% active; AID 540275; in the data active = activation above about 80%; inconclusive = between about 30% and that limit; note: 0% is about no effect
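Fluo-8 calcium influx in TRPV1-expressing cells, kinetic read (ex 480/em 520 nm). Compound added and read 3 min for agonist activity, followed by capsaicin at EC20 final and 2 min further read for enhancement.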
AT treatment – potential ataxia-telangiectasia treatments restoring KAP-1 phosphorylation; […] A-T fibroblasts, KAP-1 phosphorylation AlphaLISA; neocarzinostatin DNA damage 30 min before lysis; Potency, µM (titrated, usually from 57.5 µM), for the others: at the top dose activation, actives largely listed as activators; 320,000 tested, 0.19% active; AID 485349; note: potency is the fitted concentration of half-maximal effect; % of control where 0% means no effect; nearly all actives have a fitted effect of over 45% in size
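ATM-like activity read as KAP-1 phosphorylation via AlphaLISA donor/acceptor antibody pairs after lysis and 6 hr at 25C. Cells were ATM-null patient fibroblasts ([…], hTERT), dosed 60 min, then exposed to the DSB inducer NCS for 30 min.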
hERG WT inh – blocks the wildtype human KCNH2 potassium channel; Q12809; U2OS, BacMam KCNH2, thallium flux FluxOr; active compounds read low; activity change, % at 1.84 µM; 340,000 tested, 0.37% active; AID 720551;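 active = maximum activity change below -70%; inconclusive = maximum activity change between -70% and -50%; inactive = maximum activity change above -50%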; note: % is set by controls: 0 for no effect and ±100 for the full control effect
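U2OS cells transduced with wild-type KCNH2 virus are loaded with FluxOr dye for 45 min, and thallium flux is measured in kinetic reads before and after stimulation buffer. Rate constants are normalized to DMSO controls.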
a7 integrin act – activates integrin-mediated alleviation for muscular dystrophy. alpha7betagal myoblasts, beta-gal FDG fluorescence, 48 h. Potency, µM (titrated, usually from 38.3 µM), for inactives: top-dose activation, usual class: activators. 350,000 tested, 0.064% active. AID 624291;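 note: potency is the fitted concentration of half-maximal effect; 100% = response of the positive control SU9516; nearly all actives have a fitted effect of over 60% in size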
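alpha7betagal+/- myoblasts (passage 13, 250/well) treated 48 h at 37C with compounds at 1:260 dilution of DMSO stock. Lysed, then beta-galactosidase activity read as FDG fluorescence (ex 480/em 540) after 30 min, with pre-read for autofluorescence.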
ASM inhibitor – inhibitors of human secretory acid sphingomyelinase | P17405 | placental ASM, HMU-PC fluorogenic substrate, 60 min | Potency, µM (top dose mostly 57.5 µM), for the others: at the top dose activity change, negative = inhibition, actives largely listed as inhibitors | 340,000 tested, 0.006% active | AID 504937; note: potency is the fitted concentration of half-maximal effect
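qHTS format. ASM enzyme prepared from human placenta hydrolyses the fluorogenic substrate HMU-PC0 (9 uM final) over 60 min at 37 °C after a 10 min compound preincubation.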
KCNH2 3.1 inh – blocks the human KCNH2 3.1 channel isoform; activity change, % (tested at about 1.8 µM); U2OS KCNH2 3.1, thallium flux FluxOr; active compounds read low; 340,000 tested, 0.95% active;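 active = maximum activity change below -70%; inconclusive = maximum activity change from -70% to -50%; inactive = maximum activity change above -50%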;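 note: thallium influx rate constant from kinetic fluorescence after stimulation buffer; % is set by controls: 0 for no effect and ±100 for the full control effect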
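Kinetic fluorescence (2 min after stimulation buffer) measures Tl+ influx through KCNH2 3.1 expressed by viral transduction in U2OS cells; the rate constant is normalized against DMSO controls serving as positive and negative references.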
* hit, by the source's call; & = joins results of further samples; [ ] = another dose, or the depositor's remark. Unless noted, calls come from the whole dose curve; as a rule, active = well fitted curve in the direction sought with a large enough effect; inconclusive = small, poorly fitted or top-dose-only effect, or another doubt; inactive = no such curve, though single readings can be large; an effect the other way counts as inactive or inconclusive. Hits appear at their usual frequency, and some 2% of all compounds hit somewhere here.

CCOC(=O)CC1C(=O)NCCN1C(=O)c1ccc(F)cc1F (configuration not stated) was read as GALK inh 0%, MLL CXXC-DNA inh 6%, MBNL1-CUG inh -2%, Coupling enz -1, TRPV1 agonist 5, AT treatment -8%, hERG WT inh 22, a7 integrin act -5%, ASM inhibitor 2% and KCNH2 3.1 inh -6.
Cc1ccc(NC(=O)Cn2c(=O)oc3ccccc32)cc1 was read as GALK inh 1%, MLL CXXC-DNA inh -1%, MBNL1-CUG inh -3%, Coupling enz 4, TRPV1 agonist 4, AT treatment 6%[11.5 µM], hERG WT inh 0, a7 integrin act inconclusive, ASM inhibitor 0% and KCNH2 3.1 inh 0.
COc1ccc2oc(=O)c(C(=O)Oc3ccc(NC(C)=O)cc3)cc2c1 was read as GALK inh 1%, MLL CXXC-DNA inh -22%, MBNL1-CUG inh inconclusive, Coupling enz 1, TRPV1 agonist -1, AT treatment -8%, hERG WT inh -26, a7 integrin act 2%, ASM inhibitor 240%[activator] and KCNH2 3.1 inh -21.
`O=S(=O)(NC(=S)c1ccccc1)c1ccc(F)cc1` gave GALK inh -2%, MLL CXXC-DNA inh -28%, MBNL1-CUG inh 5%, Coupling enz 11, TRPV1 agonist 0, AT treatment -2%, hERG WT inh 2, a7 integrin act -9%, ASM inhibitor 6% and KCNH2 3.1 inh 10.
For Cc1cc(NC(=O)c2cc(-c3cccc(OCC(C)C)c3)nc3ccccc23)no1 the results were GALK inh 4%, MLL CXXC-DNA inh 24%, MBNL1-CUG inh 3%, TRPV1 agonist -1, AT treatment -3%, hERG WT inh -4, a7 integrin act -9%, ASM inhibitor -1% and KCNH2 3.1 inh -16.
Screening Nc1cc(Nc2ccccc2)ccn1 returned TRPV1 agonist -1, AT treatment -2%, hERG WT inh 10, a7 integrin act 2%, ASM inhibitor 5% and KCNH2 3.1 inh -8.
O=S(=O)(c1ccc(NC(=S)NCc2ccncc2)cc1)N1CCCCC1 was read as MLL CXXC-DNA inh -14%, MBNL1-CUG inh -2%, Coupling enz 1, TRPV1 agonist inconclusive, AT treatment 3%, hERG WT inh 0, a7 integrin act -17%, ASM inhibitor -1% and KCNH2 3.1 inh -13.
`CCC(=O)N1CCN(c2ccccc2NC(=O)COc2cc(C)ccc2C(C)C)CC1` gave GALK inh 0%, MLL CXXC-DNA inh 10%, MBNL1-CUG inh -1%, Coupling enz -2, TRPV1 agonist inconclusive, AT treatment 0%, hERG WT inh -3, a7 integrin act -17%, ASM inhibitor -1% and KCNH2 3.1 inh -13.
For NC(=O)NC(Cc1ccccc1)C(=O)N1CCN(S(=O)(=O)c2ccc(Cl)cc2)CC1 (configuration not stated) the results were TRPV1 agonist -4, AT treatment -1%, hERG WT inh -15, a7 integrin act 21%, ASM inhibitor 0% and KCNH2 3.1 inh 9.
Screening CCOc1ccc(S(=O)(=O)N2CCC(C(=O)NCCN3CCOCC3)CC2)cc1C returned GALK inh 5%, MLL CXXC-DNA inh -8%, MBNL1-CUG inh 0%, Coupling enz 2, TRPV1 agonist -1, AT treatment -2%, hERG WT inh -7, a7 integrin act 12%, ASM inhibitor -11% and KCNH2 3.1 inh -4.
For COCCN(C(=O)COC(=O)c1cc2c(s1)CCCC2)c1c(N)n(Cc2ccccc2)c(=O)[nH]c1=O the results were TRPV1 agonist -1, AT treatment 12%, hERG WT inh -5, a7 integrin act 0%, ASM inhibitor 4% and KCNH2 3.1 inh 9.
For CCOC(=O)C1CCCN(S(=O)(=O)c2cc3c4c(c2)CCC(=O)N4CCC3)C1 (configuration not stated) the results were TRPV1 agonist -7, AT treatment -8%, hERG WT inh -19, a7 integrin act -16%, ASM inhibitor 0% and KCNH2 3.1 inh -5.
Screening O=C(c1ccc(N2CCN(C(=O)c3ccc(F)cc3F)CC2)cc1)c1cccc(F)c1 returned GALK inh 1%, MLL CXXC-DNA inh 9%, MBNL1-CUG inh 9%, TRPV1 agonist 0, AT treatment 7%, hERG WT inh -5, a7 integrin act 5%, ASM inhibitor 0% and KCNH2 3.1 inh -3.
Screening Cc1c(Cl)cnc(NC(=O)CSc2nnc3ccccn23)c1Cl returned GALK inh 0%, MLL CXXC-DNA inh 8%, MBNL1-CUG inh 8%, Coupling enz 2, TRPV1 agonist -1, AT treatment 3%, hERG WT inh -11, a7 integrin act 0%, ASM inhibitor 1% and KCNH2 3.1 inh -8.
For CC(=O)N1CCN(c2nnc(-c3ccccc3)c3ccccc23)CC1 the results were GALK inh 4%, MLL CXXC-DNA inh 4%, MBNL1-CUG inh 2%, Coupling enz 2, TRPV1 agonist inconclusive, AT treatment -18%, hERG WT inh 0, a7 integrin act -10%, ASM inhibitor -3% and KCNH2 3.1 inh 0.
CC(C)(C)Nc1c(N)c(=O)oc2ccccc12 was read as GALK inh 0%, MLL CXXC-DNA inh -9%, MBNL1-CUG inh 59%[activator], Coupling enz 1, TRPV1 agonist -5, AT treatment -9%, hERG WT inh -1, a7 integrin act 18%, ASM inhibitor 0% and KCNH2 3.1 inh 1.
`CC(=O)Nc1ccc(C(=O)OCC(=O)NC(=O)NC(C)(C)C)cc1` gave GALK inh -2%, MLL CXXC-DNA inh inconclusive, MBNL1-CUG inh -1%, Coupling enz -1, TRPV1 agonist 2, AT treatment -2%, hERG WT inh -4, a7 integrin act 15%, ASM inhibitor -1% and KCNH2 3.1 inh 11.
For CCCC1NC(=S)NC(C)=C1C(C)=O (configuration not stated) the results were GALK inh 0%, MLL CXXC-DNA inh 6%, MBNL1-CUG inh -11%, Coupling enz 0, TRPV1 agonist 2, AT treatment 2%, a7 integrin act -9%, ASM inhibitor 4% and KCNH2 3.1 inh 6.
Screening Cc1ccc(C23CC4CC(CC(C(=O)NC(C(=O)O)C(C)C)(C4)C2)C3)cc1 (configuration not stated) returned GALK inh -1%, MLL CXXC-DNA inh -5%, MBNL1-CUG inh -4%, Coupling enz 8, TRPV1 agonist -4, AT treatment -1%, hERG WT inh -4, a7 integrin act -16%, ASM inhibitor 7% and KCNH2 3.1 inh 16.
For CCC1=C2CC[C@H]3C(=O)N(c4ccccc4)C(=O)[C@H]3[C@H]2[C@@]2(C)C(=NCc3ccccc3)OC(=O)N2C1=O the results were GALK inh 4%, MLL CXXC-DNA inh -3%, MBNL1-CUG inh -6%, Coupling enz -3&-1, TRPV1 agonist 1, AT treatment -29%, hERG WT inh 0, a7 integrin act 0%, ASM inhibitor 6% and KCNH2 3.1 inh 1.
For CCOC(=O)c1cnn(-c2cc(Oc3ccccc3)ncn2)c1N the results were GALK inh 0%, MLL CXXC-DNA inh -6%, MBNL1-CUG inh -10%, Coupling enz -2, TRPV1 agonist -2, AT treatment 0%, hERG WT inh 3, a7 integrin act 13%, ASM inhibitor 2% and KCNH2 3.1 inh -4.
Cc1ccc(C(=O)COC(=O)C(C)N2C(=O)C3C4C=CC(C4)C3C2=O)cc1 (configuration not stated) was read as GALK inh -3%, MLL CXXC-DNA inh 13%, MBNL1-CUG inh -1%, Coupling enz 1, TRPV1 agonist 1, AT treatment 0%, hERG WT inh 0, a7 integrin act 2%, ASM inhibitor 1% and KCNH2 3.1 inh 8.
Screening COC(=O)c1cc(COC(=O)c2nc3nc(C)cc(C)n3n2)oc1C returned GALK inh -2%, MLL CXXC-DNA inh -1%, MBNL1-CUG inh 1%, Coupling enz 3, TRPV1 agonist 3, AT treatment -3%, hERG WT inh 0, a7 integrin act -15%, ASM inhibitor -1% and KCNH2 3.1 inh 8.
`Cc1c(N=C2NN=C(c3ccc(Cl)cc3)CS2)c(=O)n(-c2ccccc2)n1C` gave GALK inh -1%, MLL CXXC-DNA inh 1%, MBNL1-CUG inh 11%, Coupling enz 2, TRPV1 agonist -1, AT treatment -4%, hERG WT inh 2, a7 integrin act inconclusive, ASM inhibitor -2% and KCNH2 3.1 inh 6.
Screening COC(=O)C1=C(C)N(C2CCCCC2)C(=O)C1 returned GALK inh -5%, MLL CXXC-DNA inh -5%, MBNL1-CUG inh -8%, Coupling enz -2, TRPV1 agonist -1, AT treatment -6%, hERG WT inh -1, a7 integrin act -10%, ASM inhibitor -1% and KCNH2 3.1 inh -1.
